ARNT-TACC3 inh: disrupts binding between human ARNT and TACC3. AlphaScreen His-ARNT PAS-B/GST-TACC3 binding, luminescence; TACC3 fragment carries E629A point mutation. inhibition, % at 9.99 µM. actives 0.66% (n = 390,000);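 active = mean inhibition of replicates at least 50% and at least half of replicates each reaching 50%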;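 also: 0% = complete ARNT plus TACC3 wells and 100% = ARNT alone without TACC3; many hits fall short of the cut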
PAX8 inh HTS: lowers PAX8-driven luciferase in RMG-I cells. RMG-I TPO-luciferase reporter, SteadyGlo, 24 h. actives 1.2% (n = 360,000). inhibition, % at 12.6 µM;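 active = mean replicate inhibition at least 60% with every replicate also reaching 60%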;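 also: luciferase light reporting Pax8 driven TPO promoter activity; plate controls were median of neutral control wells for no effect and mitoxantrone controls for full effect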
The depositor's hits bear a star. Only part of the results is shown. The share of hits here may be higher or lower than overall.

[1] Cc1ccc(C2C(C#N)=C(N)Oc3n[nH]c(-c4cccs4)c32)s1 (stereo unspecified)
[2] CCOc1ccccc1NC(=O)c1ccoc1C
[3] CNC(=O)CN1C(=O)C2C3C=CC(C3)C2C1=O (stereo unspecified)
[4] O=C(Oc1ccccc1N1C(=O)C2CCCCC2C1=O)c1ccccc1 (stereo unspecified)
[5] C/C=C/C(=O)OCC(=O)NC(=O)NC(C)C
[6] CCOCCn1c(N2CCN(c3ccccc3)CC2)nc2c1c(=O)n(C)c(=O)n2C
[7] CCSc1ccccc1C(=O)NCc1ccc2c(c1)OCO2
[8] CCOc1ccccc1NC(=O)COn1nnc2ccc(Cl)cc21

assay / compound,1,2,3,4,5,6,7,8
ARNT-TACC3 inh,-5,-6,-2,-4,-4,-1,-1,-6
PAX8 inh HTS,11,-16,-5,-8,-2,11,7,4

[9] CN(C)S(=O)(=O)c1cccc(C(=O)N2CCN(Cc3ccccc3)CC2)c1
[10] COc1ccc(CN2C(=O)c3cccnc3C2O)cc1 (stereo unspecified)
[11] CCOC(=O)C1=C(C)N(Cc2ccccc2)C(=O)NC1c1ccc(OC)cc1 (stereo unspecified)
[12] CCOC(=O)C(Cc1c[nH]c2ccccc12)NC(=O)CNC(C)=O (stereo unspecified)
[13] Cc1ccccc1NC(=O)C1CCN(c2cnccn2)CC1
[14] O=C(Cc1cccs1)Nc1cccc(C(=O)Nc2ccco2)c1
[15] O=C(Nc1cccc(S(=O)(=O)N2CCOCC2)c1)c1ccco1
[16] O=C(C1CCCN(S(=O)(=O)Cc2ccccc2)C1)N1CCc2ccccc21 (stereo unspecified)

assay / compound,9,10,11,12,13,14,15,16
ARNT-TACC3 inh,-2,-18,-2,-24,-1,0,-2,1
PAX8 inh HTS,18,-11,29,-17,13,-9,9,19

[17] CCC1Oc2ccc(C)cc2N(CC(=O)N(Cc2ccc(C)o2)C2CC(C)(C)NC(C)(C)C2)C1=O (stereo unspecified)
[18] Cc1cccn2c(=O)c3cc(C#N)c(=O)n(Cc4cccnc4)c3nc12
[19] Brc1cccc(C2CC(c3ccccc3)n3nnnc3N2)c1 (stereo unspecified)
[20] O=C(NCc1ccco1)C(C(=O)c1ccccc1)n1ccccc1=O (stereo unspecified)
[21] O=C(COC(=O)CCc1ccc(S(=O)(=O)N2CCOCC2)cc1)Nc1ccc(Cl)cn1
[22] O=C(Cn1cc(C(F)(F)F)ccc1=O)N1CCN(S(=O)(=O)c2ccccc2)CC1
[23] O=C(O)CC/C(=N\Nc1ccc(S(=O)(=O)N2CCCC2)cc1[N+](=O)[O-])c1cccs1
[24] CCOC(=O)C1CCCN(S(=O)(=O)c2c(C)c(C)cc(C)c2C)C1 (stereo unspecified)

assay / compound,17,18,19,20,21,22,23,24
ARNT-TACC3 inh,9,-6,-8,-3,0,-2,2,2
PAX8 inh HTS,16,12,17,-4,0,-22,13,10

[25] O=C(Nc1nncs1)c1cccc(S(=O)(=O)N2CCOCC2)c1
[26] COC(=O)C1=C(C)N(c2ccc(F)cc2)C(=O)C1
[27] CC(=O)Nc1cccc(NC(=O)C2CCCN2C(=O)Nc2ccc(Cl)cc2)c1 (stereo unspecified)
[28] COc1ccc(C2C(C(=O)Nc3cc(C)on3)c3ccccc3C(=O)N2C)cc1 (stereo unspecified)
[29] COc1ccc(N2CC(C(=O)NCCC3=CCCCC3)CC2=O)cc1 (stereo unspecified)
[30] CC1OC23CCCCC2C(C#N)(C(=N)O3)C1(C#N)C#N (stereo unspecified)
[31] O=C(Nc1cccn2ncnc12)c1ccc(Cl)cc1Cl
[32] CCCOc1ccc(/C=N/O)cc1

assay / compound,25,26,27,28,29,30,31,32
ARNT-TACC3 inh,-11,-4,-3,-3,-3,0,1,15
PAX8 inh HTS,5,8,10,12,7,12,20,-38

[33] COc1ccc(N/C=C2\CCOC2=O)cc1
[34] Cc1cccc(/C=C2\CS/C(=C\c3cccc(C)c3)C2=O)c1
[35] CCOc1ncccc1C(=O)OCC(=O)c1ccc[nH]1
[36] O=C(Nc1ccccc1N1CCOCC1)c1ccc2ccccc2n1
[37] Cn1c(=O)cc(SCC(=O)NCCN2CCN(c3ccccc3F)CC2)c2cc(Cl)ccc21
[38] O=C(CN1C(=O)c2ccccc2S1(=O)=O)NCCSc1ccccc1
[39] CCOC(=O)C(NC(=O)Cc1ccccc1)(Nc1cc(C)on1)C(F)(F)F (stereo unspecified)
[40] Cc1ccc(C(=O)CSc2n[nH]c(-c3ccco3)n2)cc1C

assay / compound,33,34,35,36,37,38,39,40
ARNT-TACC3 inh,16,-3,-5,-4,14,-6,-2,-7
PAX8 inh HTS,-15,-28,-30,7,11,-7,-8,-2

[41] CCOC(=O)C1C(=O)C=C(c2ccc(C)cc2)CC1c1ccco1 (stereo unspecified)
[42] COCCOc1ccc(C(F)(F)F)cc1NC(=O)COC(=O)c1c(C)noc1C
[43] COCCN1Cc2cccc(C(=O)Nc3ccccc3OC)c2C1=O
[44] CCN(C(=O)CSc1nnc(Cn2nnc3ccccc32)o1)c1nc(C)cs1
[45] CC1=C(C(=O)Nc2ccccn2)C(c2ccc(Br)cc2)n2ncnc2N1 (stereo unspecified)
[46] CCN1CCc2nc(SCC(=O)Nc3ccc(OC)cc3)c(C#N)cc2C1
[47] CCC(=O)Nc1cc(-c2nn3c(C)nnc3s2)ccc1C
[48] Cc1[nH]c2c(ccc3ccccc32)c1C1C(CCN)C1(C)C (stereo unspecified)

assay / compound,41,42,43,44,45,46,47,48
ARNT-TACC3 inh,6,-6,32,-9,2,7,-8,5
PAX8 inh HTS,-39,-5,-1,18,-6,1,-29,5

[49] C=C(C)CN(CC)c1nc(N)c2c(N)nc3c(c2c1C#N)CC(=O)N3C12CC3CC(CC(C3)C1)C2
[50] Cc1ccc2c(c1)N(CCC(=O)NCC1CCCO1)C(=O)CO2 (stereo unspecified)
[51] O=C(NC1CC2CCCC(C1)N2Cc1cccs1)N1CCOCC1 (stereo unspecified)
[52] O=C(Nc1ccccc1Br)C1CCC(=O)N1Cc1ccccc1Cl (stereo unspecified)
[53] Cc1ccc(C2(CC(=O)N3CCCC3)CCOC(C(C)C)C2)cc1 (stereo unspecified)
[54] CCCCC(=O)Nc1ccc(NC(=O)c2cc(OC)c(OC)c(OC)c2)cn1
[55] O=C(OC(C(=O)NC1CCCCC1)c1ccccn1)c1cccs1 (stereo unspecified)
[56] CC12CCC(=O)N1c1c(sc3nc(N4CCOCC4)c4c(c13)CCCC4)C(=O)N2 (stereo unspecified)

assay / compound,49,50,51,52,53,54,55,56
ARNT-TACC3 inh,2,-3,-8,-6,-6,-4,-6,-5
PAX8 inh HTS,32,-15,16,-5,-9,2,-6,31

[57] CS(=O)(=O)N1Cc2ccccc2CC1C(=O)OCC(=O)Nc1ccc2ccccc2c1 (stereo unspecified)
[58] CCCNC(=S)N1CCC(NC(=O)C2CCCCC2)CC1
[59] COc1ccc(C(=O)Nn2c(SCC(=O)N3CCC(C)CC3)nc3ccccc3c2=O)cc1
[60] CC(C)c1nc2n[nH]c(N)c2c2c1CCCC2
[61] CC(C)CCNc1nc(N2CCCC2)c2c(c1C#N)CCN(C)C2
[62] O=C(CSc1nnc2ccccn12)Nc1ccccc1C(=O)NC1CC1
[63] N#Cc1c(NC(=O)CN2CCN(S(=O)(=O)c3ccc4c(c3)OCCO4)CC2)sc2c1CCC2
[64] CC(Sc1nnnn1C)C(=O)Nc1ccc(Oc2ccccc2)cc1 (stereo unspecified)

assay / compound,57,58,59,60,61,62,63,64
ARNT-TACC3 inh,6,4,6,27,9,1,0,-7
PAX8 inh HTS,-1,-7,47,-5,43,-3,-154,2

[65] CCOC(=O)CCCNS(=O)(=O)c1c(C)ccc2nsnc12
[66] COc1ccccc1C(=O)Nc1ccc2c(c1)nc1n2CCSC1
[67] O=S(=O)(Nc1ccc2c(c1)OCO2)c1cccs1
[68] O=C(O)C1C2C=CC(C2)C1C(=O)NCCc1ccccc1 (stereo unspecified)
[69] Nc1nc2ccccc2nc1N
[70] CCOc1ccc(C(=O)CSc2nnc(N)s2)cc1
[71] COC(=O)c1ccccc1NC(=O)Nc1ccc(C(=O)N2CCCC2)cc1
[72] Cc1cc(C)cc(OCC(=O)Nc2nonc2NC(=O)COc2cc(C)cc(C)c2)c1

assay / compound,65,66,67,68,69,70,71,72
ARNT-TACC3 inh,-5,-3,1,-9,2,3,5,-84
PAX8 inh HTS,1,-146,-6,-15,-8,-80,33,-15

[73] CC(C)N(c1ccccc1)c1ncnc(NCCC(=O)O)c1[N+](=O)[O-]
[74] O=C(NCc1ccc(Cl)cc1)C1=Cc2cc(Cl)ccc2OC1
[75] CC(C)(C)c1nc(CN2CCOCC2)ccc1O
[76] CCCNC(=O)CCn1c(-c2ccc(C)cc2)cc(C(=O)OCC)c1C
[77] COC(=O)/C(=C/Nc1ccc(O)cc1)[N+](=O)[O-]
[78] CS(=O)(=O)c1ccc(Cl)c(NC(=O)C2CC(=O)N(Cc3ccccc3)C2)c1 (stereo unspecified)
[79] O=C(CN1CCN(c2cccc(Cl)c2)CC1)N1CCCC1
[80] CCCCOc1ccc(C(=O)NCc2ccco2)cc1

assay / compound,73,74,75,76,77,78,79,80
ARNT-TACC3 inh,-2,-24,-5,0,24*,-4,-9,-5
PAX8 inh HTS,14,2,17,24,-7,6,-10,-49

[81] COC(=O)c1ccccc1OCCOc1ccccc1C(=O)OC
[82] CCc1sc(-c2c(C#N)c(N)nc3c2CCCCCC3)cc1[N+](=O)[O-]
[83] NC(=O)c1ccccc1NS(=O)(=O)Cc1ccccc1
[84] COc1cccc(COc2cc3ccccc3nc2C)c1
[85] CCSc1nc2c(c(=O)[nH]1)C(c1ccncc1)C(C(=O)OC(C)C)=C(C)N2 (stereo unspecified)
[86] O=C(CC1CCCCC1)NCc1ccccn1
[87] Cc1nnc(-c2cnn(C)c2N)n1Cc1ccccc1
[88] COC(=O)c1ccc(OCCOc2ccc(C(=O)OC)cc2)cc1

assay / compound,81,82,83,84,85,86,87,88
ARNT-TACC3 inh,-1,0,-3,-9,-1,-2,3,-21
PAX8 inh HTS,3,21,6,-80,1,7,2,-9

[89] CC1=C(C#N)C(Nc2ccc(C)cn2)(C(F)(F)F)C(=O)N1 (stereo unspecified)
[90] CCn1c(Cc2ccccc2)nnc1SCC(=O)Nc1ccc(OC)cc1
[91] CSc1nc(N)nc(SCC(=O)OC(C)C)c1C#N
[92] O=C(OCCCC(=O)N1CCOCC1)c1ccccc1
[93] C=CCn1c(SCC(=O)Nc2cc(C)on2)nc2sc(C)c(C)c2c1=O
[94] COc1ccc(OC)c(-n2c(=S)[nH]c3cc(C(=O)N4CCC(C(N)=O)CC4)ccc3c2=O)c1
[95] Cc1ccc(S(=O)(=O)Nc2cc(Cl)c(O)cc2C)cc1
[96] CC(C)(C)n1nc2c(c1NC(=O)c1ccc(S(=O)(=O)N3CCCCC3)cc1)CS(=O)C2 (stereo unspecified)

assay / compound,89,90,91,92,93,94,95,96
ARNT-TACC3 inh,-5,-3,-9,-11,-28,-1,25,-2
PAX8 inh HTS,-6,-1,-14,-19,20,-3,8,-13

[97] c1ccc(Nc2ccc3c4c(cccc24)CC3)cc1
[98] CCN1C(=O)/C(=C\c2ccco2)C(C(=O)OC)=C1C
[99] Cn1c2ccccc2c2cc(C(=O)NNS(=O)(=O)c3ccc(F)cc3)sc21
[100] CCOC(=O)Cc1csc(NC(=O)c2ccc(Br)o2)n1

assay / compound,97,98,99,100
ARNT-TACC3 inh,-10,-1,-9,-7
PAX8 inh HTS,0,-16,15,-33

Gathered by group: the compounds so far containing an aryl methoxy group
[10] COc1ccc(CN2C(=O)c3cccnc3C2O)cc1 (stereo unspecified)
[11] CCOC(=O)C1=C(C)N(Cc2ccccc2)C(=O)NC1c1ccc(OC)cc1 (stereo unspecified)
[28] COc1ccc(C2C(C(=O)Nc3cc(C)on3)c3ccccc3C(=O)N2C)cc1 (stereo unspecified)
[29] COc1ccc(N2CC(C(=O)NCCC3=CCCCC3)CC2=O)cc1 (stereo unspecified)
[33] COc1ccc(N/C=C2\CCOC2=O)cc1
[43] COCCN1Cc2cccc(C(=O)Nc3ccccc3OC)c2C1=O
[46] CCN1CCc2nc(SCC(=O)Nc3ccc(OC)cc3)c(C#N)cc2C1
[54] CCCCC(=O)Nc1ccc(NC(=O)c2cc(OC)c(OC)c(OC)c2)cn1
[59] COc1ccc(C(=O)Nn2c(SCC(=O)N3CCC(C)CC3)nc3ccccc3c2=O)cc1
[66] COc1ccccc1C(=O)Nc1ccc2c(c1)nc1n2CCSC1

assay / compound,10,11,28,29,33,43,46,54,59,66
ARNT-TACC3 inh,-18,-2,-3,-3,16,32,7,-4,6,-3
PAX8 inh HTS,-11,29,12,7,-15,-1,1,2,47,-146

[84] COc1cccc(COc2cc3ccccc3nc2C)c1
[90] CCn1c(Cc2ccccc2)nnc1SCC(=O)Nc1ccc(OC)cc1
[94] COc1ccc(OC)c(-n2c(=S)[nH]c3cc(C(=O)N4CCC(C(N)=O)CC4)ccc3c2=O)c1

assay / compound,84,90,94
ARNT-TACC3 inh,-9,-3,-1
PAX8 inh HTS,-80,-1,-3

Screens from PubChem BioAssay.
